Screening results deposited in PubChem by Southern Research Specialized Biocontainment Screening Center.
M. tuberculosis HTS = M. tuberculosis growth inhibition, HTS (AID 449762); M. tuberculosis H37Rv growth inhibition, 7H9 media; higher % means a stronger effect; actives 0.59% (n = 330,000); one-dose inhibition, % at 25 µM; IC50 in µM for titrated hits; in the data active = a potency from the dose series; inconclusive = inhibition above about 70% without an active follow-up result;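 also: bacterial growth assessed after seven days of incubation; strong numbers were not always called active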
M. tuberculosis = growth inhibition of non-replicating M. tuberculosis (AID 488890). Mycobacterium tuberculosis non-replicating, growth inhibition; higher % means a stronger effect. inhibition, % at 25 µM, or IC50 in µM where a hit was titrated. actives 0.39% (n = 320,000); in the data active = a potency from the dose series; inconclusive = inhibition mostly from about 82% at the one dose, without a potency; inactive = the rest, 99 in 100 with inhibition below about 76%;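 also: plate controls were DMSO cells for no effect and high antibiotic wells for full effect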
H1N1 NS1A inhibition = NS1A inhibition, H1N1 influenza, cell based functional assay (AID 504329); NS1A functional cell-based assay, percent inhibition; higher % means a stronger effect; one-dose inhibition, % at 12.5 µM; IC50 in µM for titrated hits; actives 0.3% (n = 340,000); in the data active = a potency from the dose series; inconclusive = inhibition above about 27% without an active follow-up result; also: strong numbers were not always called active
VEEV TC-83 Vero = inhibitors of VEEV TC-83 cytopathic effect, confirmation, Vero cells (AID 588727). Vero cells, VEEV TC-83 cytopathic effect inhibition; higher % means a stronger effect. one-dose inhibition, % at 20 µM; IC50 in µM for titrated hits. actives 0.13% (n = 350,000); in the data active = a potency from the dose series; inconclusive = inhibition mostly from about 14% at the one dose, without a potency; inactive = the rest, 99 in 100 with inhibition below about 12%; also: strong numbers were not always called active
PhoP GFP inhibition = PhoP regulon inhibitors, Salmonella typhi PhoP promoter GFP reporter, confirmatory (AID 1850); Salmonella Typhi PhoP-promoter GFP reporter, fluorescence, 4 h; higher % means a stronger effect; inhibition, % at 50 µM, or IC50 in µM where a hit was titrated; actives 0.33% (n = 310,000); in the data active = a potency from the dose series; inconclusive = inhibition mostly from about 25% at the one dose, without a potency; inactive = the rest, 99 in 100 with inhibition below about 19%;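 also: 0% = induced wells with vehicle and 100% = uninduced wells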
VEEV TC-83 Vero 10K pilot screen = also measured in VEEV TC-83 Vero; calls as there; inhibition, %; measured here: 10K pilot screen inhibition
The depositor's hits bear a star; i = inactive; ? = inconclusive; · = no result given; & = joins results of further samples.

SMILES | M. tuberculosis HTS | M. tuberculosis | H1N1 NS1A inhibition | VEEV TC-83 Vero | PhoP GFP inhibition | others
CCN(CC)S(=O)(=O)c1ccc(C)c(NC(=O)CNc2cccc(S(=O)(=O)N3CCCC3)c2)c1 | 0% | 25% | -2% | 6.2% | 2%
Cc1c(C(=O)c2cccc3ccccc23)c2cccc3c2n1[C@H](CN1CCOCC1)CO3 | 56% | 23% | -2% | 7.3% | 3%
CCOc1ccc(C(C)NC(=S)NC2CCCCC2)cc1OCC (stereo unspecified) | 0% | -1% | -2% | 0.3% | -1%
COc1cc2nc(CN(CCC(C)C)Cc3nc4cc(OC)c(OC)cc4c(=O)[nH]3)[nH]c(=O)c2cc1OC | -2% | 46% | -3% | 1.1% | -3%
COc1ccc(CC(=O)Nc2cccc(SC)c2)cc1 | 0% | -3% | -5% | 0.6% | -1%
CCOC(=O)c1nncc(-c2ccccc2)n1 | -1% | -27% | -13% | 0.5% | ·
COc1ccc(NC(=O)CSc2nnc(Cn3cnc4ccccc43)o2)cc1 | 4% | -6% | -3% | 2.0% | 0%
O=C(O)CC1C(=O)NCCN1Cc1cccs1 (stereo unspecified) | -4% | -3% | 5% | 0.6% | -1%
CC1CCCCN1S(=O)(=O)c1ccc(C(=O)Nc2nnc(C3CC3)o2)cc1 (stereo unspecified) | ? | ? | -15% | 12% | -13%
Cc1ccc(SCc2cn3cc(Cl)ccc3n2)cc1 | -3% | 45% | 8% | 2.2% | 2%
O=C(CN(C(=O)C1COc2ccccc2O1)c1ccccc1)NCC1CCCO1 (stereo unspecified) | 5% | -5% | -5% | 0.4% | 6%
Cc1ccc(OCCNC(=O)Cn2cnc3c(=O)n(C)c(=O)n(C)c32)cc1C | -19% | 3% | -1% | 3.1% | 9%
COc1ccc2nc(-c3ccccc3)[nH]c(=O)c2c1 | · | · | -2% | 0.9% | ·
O=C(NCc1ccncc1)c1cc(-c2ccc(Cl)cc2)oc1C(F)(F)F | 4% | 26% | -1% | i | 7%
CCc1nnc(NC(=O)CN2CCN(Cc3ccccc3C)CC2)s1 | -1% | 58% | -9% | i | -6%
Cc1cccc(C)c1OCc1cc(C(=O)NCc2ccc(Cl)s2)no1 | 3% | 4% | 2% | 2.4% | 3%
CN(Cc1ccsc1)C(=O)CCc1nnc(CCCc2ccccc2)o1 | -6% | 14% | -2% | 0.2% | 8%
O=C(CC12CC3CC(CC(C3)C1)C2)NCC(c1ccc(F)cc1)N1CCOCC1 (stereo unspecified) | 1% | 3% | -13% | 1.1% | -14%
COc1ccc(N(CC(=O)N2CCCCCC2)S(C)(=O)=O)cc1Cl | -9% | 13% | -7% | 1.4% | -5%
Cc1ccc(S(=O)(=O)NCCC(=O)N2CCOCC2)cc1C | 1% | -17% | -16% | 5.3% | 10%
CCn1c2ccccc2c2cc(NC(=O)CC(C)=O)ccc21 | -10% | 15% | -1% | 1.6% | -7%
CNC(=O)N(C1=NCC(C)S1)c1ccc(F)cc1F (stereo unspecified) | -8% | 27% | -6% | i | -4%
CC(C)=CCCC(C)CN1CCC(O)CC1 (stereo unspecified) | -4% | -1% | 2% | 1.7% | -12%
CCCCC(CC)C(=O)Nc1ccc(S(=O)(=O)Nc2nccs2)cc1 (stereo unspecified) | 7% | 22% | -18% | 2.0% | 2%
COc1ccc(OC)c(CC(NC(C)=O)C(=O)NC2CCN(c3nc(OC)nc(OC)n3)CC2)c1 (stereo unspecified) | 3% | -8% | -5% | 1.4% | 7%

The final four entries of the part above lead into the next.
SMILES | M. tuberculosis HTS | M. tuberculosis | H1N1 NS1A inhibition | VEEV TC-83 Vero | PhoP GFP inhibition | others
CNC(=O)N(C1=NCC(C)S1)c1ccc(F)cc1F (stereo unspecified) | -8% | 27% | -6% | i | -4%
CC(C)=CCCC(C)CN1CCC(O)CC1 (stereo unspecified) | -4% | -1% | 2% | 1.7% | -12%
CCCCC(CC)C(=O)Nc1ccc(S(=O)(=O)Nc2nccs2)cc1 (stereo unspecified) | 7% | 22% | -18% | 2.0% | 2%
COc1ccc(OC)c(CC(NC(C)=O)C(=O)NC2CCN(c3nc(OC)nc(OC)n3)CC2)c1 (stereo unspecified) | 3% | -8% | -5% | 1.4% | 7%
CC(=O)Nc1ccc(Nc2cc(N(C)C)c3nonc3c2[N+](=O)[O-])cc1 | 5% | 1% | -14% | 0.9% | -7%
NC(=O)c1ccc[n+](Cc2cccc3ccccc23)c1 | 1% | -3% | 0% | 1.5% | -7%
O=C(CN1C(=O)/C(=C/c2ccco2)SC1=S)Nc1ccc(C(=O)O)c(O)c1 | 5% | -12% | 17% | i | -2%
CCOc1cc(C(=O)Nc2ccc(S(=O)(=O)Nc3nnc(CC)s3)cc2)cc(OCC)c1OCC | 15% | 15% | -3% | 0.2% | -1%
CCCCCCn1c(SCCOC)nc2c1c(=O)[nH]c(=O)n2C | 1% | -19% | 3% | 2.2% | -1%
Cc1ccc(CN2C(=O)CNC2=S)cc1 | -11% | 6% | 11% | i | -71%
N[C@@H](Cc1c[nH]c2ccccc12)c1nnc(SCc2ccccc2)o1 | -9% | 44% | 0% | 0.6% | 4%
Cc1ccc(NC(=O)c2ncn(CCCNCCCN(C)C)n2)cc1C | · | · | 28% | i | ·
C=CCNC(=O)C1CC(=O)N(c2ccc(OCC(=O)Nc3ccc(Cl)c(C(F)(F)F)c3)cc2)C1 (stereo unspecified) | -6% | -26% | -2% | 0.7% | -13% | VEEV TC-83 Vero 10K pilot screen=0.1
CCN1C(=O)[C@H]2[C@@H](c3ccc(-c4ccc(F)cc4)c(OC)c3)N[C@@](C)(C(=O)OC)[C@H]2C1=O | 0% | 18% | 2% | 0.2% | -14% | VEEV TC-83 Vero 10K pilot screen=0.0
CC1=C(C(=O)OCc2ccc3c(c2)OCO3)C(c2ccccc2OCc2ccccc2)NC(=O)N1 (stereo unspecified) | 6% | 35% | -6% | 5.6% | 2%
COc1ccc(N(CC(=O)Nc2ccc(S(=O)(=O)N3CCCC3)cc2)S(C)(=O)=O)cc1OC | 10% | 18% | -19% | i | ·
CC(=O)c1cccc(NC(=O)c2onc(C)c2Cl)c1 | 2% | · | 4% | 1.6% | ·
Cc1ccc(NC(=S)N/C(=N/S(=O)(=O)c2ccccc2)c2ccccc2)cc1 | 0% | 61% | 2%&0% | 12%&8.2% | 1%
COCCCNC(=O)C[C@H]1C[C@H](C(=O)N2CCOCC2)[C@@]2(CCC3CCCC3)c3[nH]c4cc(CCC(=O)N(C)C)ccc4c3CCN2C1=O | · | · | -4% | 0.2% | ·
CC(Sc1nnc(-c2ccccc2)c(-c2ccccc2)n1)C(=O)N1CCc2ccccc21 (stereo unspecified) | 11% | 31% | 8% | 8.7% | -4%
COc1cccc(-c2cc(C(=O)N/N=C/c3ccco3)c3ccccc3n2)c1 | 13% | -5% | 7% | 5.0% | 9%
Cc1cc(OCc2ccc(F)cc2)nc(-c2ccccc2O)n1 | -6% | 9% | -2% | 5.3% | 10%
CC(CC(=O)NC1CCSC1=O)c1ccccc1 (stereo unspecified) | -8% | 0% | 0% | 0.6% | 17%
Cc1cc(-c2ccccc2)c2ccc(NC(=O)C(C)(C)C)nc2n1 | 7% | 14% | 19% | 6.7% | -7%
CCCc1ccc2oc(C(=O)N3CCN(CC(=O)NC(C)C)CC3)c(C)c2c1 | 2% | 43% | 18% | i | 5%
COc1cccc(-c2nnc(NC(=O)c3ccc(S(=O)(=O)N(CC(C)C)CC(C)C)cc3)o2)c1 | ? | i | -7% | ? | -9%
CCOC(=O)c1cnc2c(cnn2C)c1Cl | 11% | 7% | 5% | 4.1% | 7%
O=C(N[C@H]1CP(=O)(Oc2ccccc2)O[C@H](COCc2ccccc2)[C@H]1O)C(Cl)(Cl)Cl (stereo partly specified) | 2% | -8% | -21% | 0.6% | -3%
CCc1ccc2c(c1)C(c1ccc([N+](=O)[O-])cc1)=NNC(c1ccc(F)cc1)=N2 | 0% | 18% | 8% | i | 2%

Nothing new here: 2 of the compounds above.
SMILES | M. tuberculosis HTS | M. tuberculosis | H1N1 NS1A inhibition | VEEV TC-83 Vero | PhoP GFP inhibition | others
CC(=O)Nc1ccc(Nc2cc(N(C)C)c3nonc3c2[N+](=O)[O-])cc1 | 5% | 1% | -14% | 0.9% | -7%
NC(=O)c1ccc[n+](Cc2cccc3ccccc23)c1 | 1% | -3% | 0% | 1.5% | -7%

Structural class: the entries above with a COOH group
SMILES | M. tuberculosis HTS | M. tuberculosis | H1N1 NS1A inhibition | VEEV TC-83 Vero | PhoP GFP inhibition | others
O=C(O)CC1C(=O)NCCN1Cc1cccs1 (stereo unspecified) | -4% | -3% | 5% | 0.6% | -1%
O=C(CN1C(=O)/C(=C/c2ccco2)SC1=S)Nc1ccc(C(=O)O)c(O)c1 | 5% | -12% | 17% | i | -2%

Carrying on:
SMILES | M. tuberculosis HTS | M. tuberculosis | H1N1 NS1A inhibition | VEEV TC-83 Vero | PhoP GFP inhibition | others
CCCCn1c(N)c(N(CC(C)C)C(=O)CCCc2nc3ccccc3s2)c(=O)[nH]c1=O | -2% | 15% | 2% | 1.6% | -1%
Cc1cc(C(=O)C(=O)NC(C)C)c(C)n1-c1ccc([N+](=O)[O-])cc1 | -4% | 3% | -3% | i | 0%
CC1CCC2(CC1)NC(=O)N(CC(=O)N1CCN(S(=O)(=O)c3ccc4c(c3)CCC4)CC1)C2=O (stereo unspecified) | 0% | 26% | -4% | 0.5% | ·
CS(=O)(=O)N1CCN(c2ccc(NC(=O)c3cc4ccccc4o3)cc2)CC1 | 0% | -9% | -1% | 0.7% | 0%
S=c1[nH]nc(-c2ccco2)n1/N=C/C(Cl)=C/c1ccccc1 | -2% | 52% | 6% | ? | -3%
Cc1ccc(CS(=O)(=O)c2ncn[nH]2)cc1 | -1% | 8% | -10% | 0.8% | 0%
CCN1C(=O)/C(=C\c2cccs2)C(C(=O)OC)=C1C | 2% | 4% | 4% | 9.8% | -8%
Cc1ccc(S(=O)(=O)N(CC(=O)N(C(C)C)C(C)C)C(=O)N2CCN(C)CC2)cc1 | -9% | 4% | 11% | 0.1% | -3%
CCCNC(=O)COC(=O)c1ccc(N2CCCC2)c([N+](=O)[O-])c1 | 1% | 24% | -5% | 0.2% | -31%
COc1ccc(C(C(=O)NC2CCCCC2)N(C(=O)c2sc(C)nc2C)c2ccccc2C)cc1 (stereo unspecified) | 70% | 18% | -2% | 3.2% | -7%
Cc1ccccc1OCCn1c(C)nc2ccccc21 | -8% | 34% | 0% | i | -2%
COc1ccccc1NC(=O)NCC(=O)Nc1c(C)cccc1C | -9% | -12% | 3% | 1.1% | -3%
CCOC(=O)c1ccc(NC(=O)c2ccc3c(c2)OCO3)cc1 | 1% | 16% | 3% | i | 8%
CN(C)c1ccc(C(=O)OCc2cc(=O)n3ccsc3n2)cc1 | 1% | 3% | 3% | 5.4% | ·
O=P(Oc1ccccc1)(Oc1ccccc1)C(Nc1ccccc1)c1ccccc1 (stereo unspecified) | 8% | -12% | -5% | i | -7%
Cc1ccccc1OCCSc1nc(N(C)C)nc(N(C)C)n1 | -6% | -20% | -1% | 0.9% | -2%
O=C(CSc1nnc(-c2ccco2)n1-c1ccccc1)NCc1ccc2c(c1)OCO2 | -2% | 6% | 2% | 0.4% | -15%
CCOC(=O)C1CCN(C(=O)C2CCCN2S(=O)(=O)c2ccc(Cl)cc2)CC1 (stereo unspecified) | 5% | 10% | -9% | 0.7% | 1%
CCOC(=O)C1CCCN(C(=O)CCc2ccccc2)C1 (stereo unspecified) | -11% | -15% | 7% | i | -3%
CC[C@]12c3[nH]c4ccccc4c3CCN1C(=O)C(CC(=O)NC/C=C(\C)CCC=C(C)C)C[C@@H]2C(=O)N1CCN(C(=O)C2CC2)CC1 (stereo partly specified) | 10% | 69% | -4% | 0.3% | ·
Cn1cc(Cl)c(-c2n[nH]c(=S)n2C2CCCCC2)n1 | 4% | 3% | -4% | 1.6% | 6%
Cc1cc(C)cc(NC(=O)c2cccc(NC3=NC4CS(=O)(=O)CC4S3)c2)c1 (stereo unspecified) | -8% | 17% | 24% | 1.7% | -8%
COC(=O)[C@H](Cc1ccc(O)cc1)NC(=O)Cn1cnc(C(=O)Nc2ccc(C)c(C)c2)n1 | · | · | -6% | 0.1% | ·
Cc1cccnc1NC(=O)CSc1nnc(COc2ccc(C(C)C)cc2)n1C | -1% | 4% | 5% | 1.1% | 1%
COc1ccc(NC(=O)COc2ccc(N(C)S(=O)(=O)c3ccc(Cl)cc3)cc2)cc1 | 9% | 14% | -9% | 2.8% | ·
O=C(COc1ccc(Cl)cc1Cl)NNC(=S)NC(=O)c1ccco1 | 58% | ? | -17% | 5.0% | 11%
CCc1ccc(C(=O)NNC(=O)c2cccc(N3C(=O)CCC3=O)c2)cc1 | 7% | -11% | -8% | 2.0% | 0%
